High-throughput results: PubChem, National Center for Advancing Translational Sciences (NCATS)
aSyn yeast inh = inhibitors of alpha-synuclein toxicity in yeast. Yeast expressing alpha-synuclein, growth rescue, BacTiter-Glo, 24 h. Potency, µM (titrated, usually from 46.1 µM), inactives show top-dose growth rescue (activation), usual class: activators. hit rate 0.14% among 370,000. AID 652106; also: potency is read from the fitted curve at half-maximal effect; % of control where 0% means no effect; nearly all actives have a fitted effect of over 65% in size
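Readout is rescue of growth in alpha-synuclein-expressing yeast, so inhibitors of toxicity appear as activators. Growth after 24 hr at 30 deg C in galactose medium is quantified by luminescence.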
TDP43 rescue = TDP-43 toxicity inhibition in yeast | TDP-43 expressing yeast growth rescue, BacTiter-Glo, 24 h | Potency, µM (highest dose often 46.1 µM), for inactives: at the top dose growth rescue (activation), hits mostly activators | hit rate 1.8% among 410,000 | AID 652104; also: potency is read from the fitted curve at half-maximal effect; % of control where 0% means no effect; nearly all actives have a fitted effect of over 50% in size
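Cell-based yeast growth screen: TDP-43 expression induced in galactose, inoculum OD600=0.02 after raffinose pregrowth to mid-log. Read-out BacTiter-Glo luminescence at 24 hr, 30 deg C; inhibition of toxicity seen as signal increase.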
DRD3 agonist = activates the human D3 dopamine receptor. max activation, %. D3R DiscoveRx beta-arrestin cells, luminescence, 90 min. P35462. AID 652048. hit rate 0.58% among 410,000; in the data active = max activation above about 30%; also: 0% is about no effect; mostly tested at two doses, the higher about 12 µM
Target sequence (P35462 whole entry, looked up): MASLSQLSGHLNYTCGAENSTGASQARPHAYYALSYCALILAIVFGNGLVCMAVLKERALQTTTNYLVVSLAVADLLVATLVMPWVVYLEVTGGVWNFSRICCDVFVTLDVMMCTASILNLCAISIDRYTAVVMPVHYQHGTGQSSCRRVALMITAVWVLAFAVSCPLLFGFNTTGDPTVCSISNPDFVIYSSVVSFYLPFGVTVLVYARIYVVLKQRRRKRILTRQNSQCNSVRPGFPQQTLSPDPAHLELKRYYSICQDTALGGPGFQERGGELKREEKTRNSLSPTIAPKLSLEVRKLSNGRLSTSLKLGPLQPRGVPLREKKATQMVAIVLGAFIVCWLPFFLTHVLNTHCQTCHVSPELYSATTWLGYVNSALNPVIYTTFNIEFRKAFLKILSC
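Agonist-mode cell screen: cells plated at 1500/well and incubated overnight at 37 °C, then exposed to library compounds for 90 min at 37 °C. Detection reagent was added for 30–60 min at room temperature, and luminescence was read.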
Abeta yeast res = compounds reversing amyloid beta toxicity in yeast. yeast expressing A-beta42, growth rescue, OD600, 48 h; response scale: 0% DMSO, 100% iron-clioquinol control. Potency, µM (series often up to 46.1 µM), without a hit: top-dose growth rescue, hits mostly activators. hit rate 0.063% among 410,000; also: potency is read from the fitted curve at half-maximal effect; nearly all actives have a fitted effect of over 55% in size
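Yeast growth medium received pinned compounds, then yeast cells expressing toxic A-beta were added; plates incubated at 30 C for 48 hr. Growth read as absorbance at 600 nm, normalized to DMSO and equimolar FeCl3 plus clioquinol controls.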
EPAC2 antag = antagonists of human EPAC2. Q8WZA2. EPAC2 GEF exchange of Rap1B-BODIPY-GDP, fluorescence. Potency, µM (top dose mostly 114 µM), for inactives: top-dose activity, negative = inhibition, most hits filed as inhibitors. hit rate 0.18% among 360,000; also: potency is read from the fitted curve at half-maximal effect; % is scaled to controls: 0 for no effect and ±100 for the full control effect; nearly all actives have a fitted effect of over 45% in size; many of its hits are not listed in these tables
FUS suppressor = suppressors of FUS proteinopathy in yeast; S. cerevisiae FUS-expressing, growth rescue, OD600, 24 h; AID 1347120; Potency, µM (top dose mostly 76.6 µM), for inactives: at the top dose growth rescue (activation), usual class: activators; hit rate 0.24% among 390,000;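 also: potency is read from the fitted curve at half-maximal effect; plate controls were DMSO vehicle for no effect and reference control for full effect; nearly all actives have a fitted effect of over 55% in size; some results filed as inactive show a strong effect at the top dose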
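FUS-expressing yeast, raffinose-pregrown, induced in 2% galactose minimal medium at OD 0.005; compounds in a dilution series, 24hr at 30C. Growth restoration read as absorbance at 600 nm. CP55940 positive control, DMSO negative.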
D3 antag = blocks the human D3 dopamine receptor; AID 652054; D3R cells, DiscoveRx beta-arrestin luminescence, antagonist mode; stronger effect = lower value; max response, negative = inhibition, %; hit rate 2.5% among 360,000; P35462; in the data active = max response below about -50%; inconclusive = no clear call, values can overlap the other calls; also: % is scaled to controls: 0 for no effect and ±100 for the full control effect; mostly tested at two doses, the higher about 12 µM
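Cells expressing the human receptor were seeded at 1500 cells/well, incubated overnight at 37 degrees C in 5% CO2, then exposed to library compounds with dopamine controls for 90 minutes at 37 degrees C before luminescent detection.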
EPAC2 agonist = agonists of human EPAC2 (RAPGEF4). EPAC2 activation, biochemical qHTS; response scale: 100% = 6.5 mM cAMP response. Potency, µM (series often up to 154 µM), for inactives: top-dose activation, most hits filed as activators. AID 720711. hit rate 0.079% among 360,000; also: potency is read from the fitted curve at half-maximal effect; nearly all actives have a fitted effect of over 50% in size
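Readout is BODIPY fluorescence (480 nm excitation, 540 nm emission), which falls as labeled GDP is exchanged off Rap1B. EPAC2 at 100 nM acted on 250 nM RAP1B-BODIPY-GDP with 50 uM GDP present.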
The depositor's hits bear a star; u = inconclusive; x = no result given; & = joins results of further samples; [ ] = remark or other dose. Unless noted, calls follow the shape of the dose curve; as a rule, active = well fitted curve in the direction sought with a large enough effect; inconclusive = small, poorly fitted or top-dose-only effect, or another doubt; inactive = no such curve, though single readings can be large; an effect the other way counts as inactive or inconclusive. Not all compounds are listed (hit frequency here may not be typical).

SMILES	aSyn yeast inh	TDP43 rescue	DRD3 agonist	Abeta yeast res	EPAC2 antag	FUS suppressor	D3 antag	EPAC2 agonist
Cc1ccc2c(c1)C(c1ccccc1)N(C(=O)c1ccc3c(c1)OCO3)CC(=O)N2 (stereo not given)	-1%	-22%	10	-8%	6%	15%	8	10%
COC(=O)CCC(=O)Nc1cccc2ccccc12	3%	5%	0	11%	3%	5%	1	2%
COCCCNC(=S)NNC(=S)Nc1ccccc1	-6%	9%	5	2%	4%	-19%	1	-7%
Cc1c(C(=O)NC(=S)Nc2cccnc2)cccc1[N+](=O)[O-]	1%	1%	-14	7%	1%	18%	-65*	-2%
COc1ccccc1N1CCN(c2cc(C)nc3nc(-c4ccc(Cl)cc4)nn23)CC1	x	u	5	-11%	x	-6%	x	x
CCCN(CCC)CCNC(=O)c1sc2nc3n(c(=O)c2c1C)CCCCC3	x	16%	-10	0%	x	21%	x	x
CCC(Sc1ncnc2c1c(-c1ccccc1)cn2-c1ccc(OC)cc1)C(=O)OC (stereo not given)	8%	2%	8	12%	-3%	5%	3	14%
Cc1cccc(OCCCC(=O)NNC(=O)c2ccc(F)cc2)c1	1%	6%	-4	1%	5%	18%	0	-6%
Cc1ccc(/C=C2\SC(=S)N(NS(=O)(=O)c3ccc(C)cc3)C2=O)cc1	-5%	-23%	5	-1%	45µM*	-16%	13	-3%
Cc1cc(C)c(S(=O)(=O)Nc2ccc(Cl)cn2)c(C)c1	1%	0%	2	14%	0%	0%	6	-2%
Cc1ccc(C)c(NC(=O)C2CC(=O)N(C3CCCCC3)C2)c1 (stereo not given)	0%	-6%	-14	8%	2%	6%	-6	6%
CC(C)Cn1c(N)c(C(=O)CSc2n[nH]c(N)n2)c(=O)n(C)c1=O	-1%[1.84 µM]	-1%	3	-10%	-7%	18%	5	5%
CCOC(=O)c1ccc(NC(=O)c2c(NCc3ccc(OC)c(OC)c3OC)sc3c2CCC(C)C3)cc1 (stereo not given)	x	26%	3	6%	x	29%	x	x
COc1cccc(Cn2c(NCc3ccco3)nc3c2c(=O)n(C)c(=O)n3C)c1	6%	u	4	3%	9%	27%	-13	7%
CCN(c1ccccc1)S(=O)(=O)c1ccc2[nH]cc(C(=O)NCCOC)c(=O)c2c1	1%	11%	4	4%	-2%	8%	15	-1%
CCN1CCN(CCCNC(=O)c2ccc3nc(Cc4ccccc4)oc3c2)CC1	x	8%	8	-3%	x	-3%	x	x
O=C(COC(=O)c1ccc2ncsc2c1)Nc1ccccc1Br	-5%	14%	-1	-17%	1%	-12%	-10	6%
CNC[C@@H](Cc1ccccc1)NC[C@@H](CC1CCCCC1)NCCCc1ccccc1	-18%	8%	-7	-44%[inhibitor]	10%	12%	-14	7%
C=CCN(CC(=O)NC1CCCC1)C(=O)C(=O)Nc1ccc2c(c1)OCCO2	-8%	-10%	10	-7%	-7%	5%	-13	21%
Fc1cc(F)c2ncc3c(-c4ccccc4)nn(-c4cccc(Cl)c4)c3c2c1	x	10%	-12	-9%	x	-3%	x	x
COc1cc2cc3c(N)c(C(=O)Nc4sc(C)c(C)c4C#N)sc3nc2cc1OC	0%	-15%	-22	5%	-1%	u	u	4%
COc1ccc(NC(=O)CN2C(=O)C(C)(C)c3ccccc32)cc1Cl	x	10%	3	-20%	x	14%	x	x
COc1cc(NS(=O)(=O)c2ccc(NC(=S)NC(=O)c3cccs3)cc2)nc(OC)n1	0%	9%	4	-6%	-3%	x	-14	0%
CC(=O)c1cccc(NC(=O)C2CC(=O)N(Cc3ccccc3)C2)c1 (stereo not given)	0%	12%	-4	12%	2%	7%	-18	-3%
Cc1cccc(NC(=O)CNc2cc(C)ccc2C)c1	-4%	26%	-4	18%	-3%[57.1 µM]	53%	4	11%
C=CCn1c(COc2ccccc2F)nnc1SCC(=O)c1c[nH]c2ccccc12	5%	-25%	-13	-14%	5%	x	1	-3%
COc1ccc(C2CC(=O)N(C)c3ccccc3S2)cc1 (stereo not given)	18%	13µM*	0	6%	-18%	7%	5	6%
Cn1c(N)c(C(=O)COC(=O)C2(c3ccc(Cl)cc3)CCCC2)c(=O)n(C)c1=O	-15%	-10%	5	-3%	u	8%	-5	-4%
O=C(C[n+]1cc(-c2ccccc2)n2c1CCC2)Nc1nc(-c2ccc(F)cc2)cs1	-1%	-24%	11	-10%	-2%	x	-14	0%
C[C@@H]1COC(=O)[C@@H](Cc2ccc(F)cc2)C/C=C\C[C@H](CC(=O)N(CCO)Cc2ccccc2)C(=O)N1	1%	-2%	-22	-5%	6%	14%	-3	4%
CC(C)(C)n1nc2c(c1NC(=O)Cc1ccc(F)cc1)CS(=O)(=O)C2	0%	-1%	-5	-6%	5%	-7%	-2	9%
CCN(CC(=O)Nc1ccc(NC(C)=O)cc1)C(=O)COc1ccc2ccccc2c1	-2%	-25%	-21	7%	-2%	31%	-19	12%
CCOC(=O)c1nn2c(C(F)(F)F)cc(-c3ccc(C)cc3)nc2c1Cl	x	15%	-5	-9%	x	-19%	x	x
CCN(Cc1ccccc1)C(=O)c1ccccc1C	-5%	-1%	-3	9%	-1%	10%	-4	-1%
Cc1ccc(NS(=O)(=O)c2cc(C(=O)NCCSc3ccc(C)cc3)ccc2C)cc1	18%	-12%	9	6%	-12%	15%	1	16%
Cc1ccc(/C=C(\NC(=O)c2ccccc2)C(=O)N2CCCCC2)cc1	-1%	10%	-5	19%	-3%	8%	6	16%
CN(C)CCNC(=O)C12CC3(C)CC(C)(CC(C)(C3)C1)C2	4%	-5%	7	4%	4%	29%	-52*	-1%
CCSc1sccc1C1C(C#N)=C(N)N(c2cccnc2)C2=C1C(=O)CC(C)(C)C2 (stereo not given)	6%	6%	-2	-22%	-3%	x	0	-2%
O=C(Nc1cc([N+](=O)[O-])c2[nH]c(=O)c3ccccc3c2c1)C(F)(F)F	0%	12%	-2	1%	-2%	x	-12	-2%
O=C1NC(c2ccc(Br)cc2)Nc2ccccc21 (stereo not given)	0%	-4%	-5	8%	6%	12%	16	-6%
O=C(NCCCN1CCCC1=O)c1ccc(NS(=O)(=O)c2ccccc2)cc1	-4%	-24%	-10	-8%	11%	1%	-5	2%
O=C(COC(=O)/C=C/c1ccccc1)NCCC1=CCCCC1	5%	21%	-3	6%	-11%	-3%	9	-1%
COc1ccccc1CNC(=O)C(=O)NCCC1CCCCN1S(=O)(=O)c1ccccc1 (stereo not given)	0%	15%	-2	22%	-9%	6%	0	1%
CC(=O)Nc1ccc(NC(=O)CN2CCN(c3ccccn3)CC2)cc1	-6%	-20%	11	-7%	1%	-4%	0	8%
N#C/C(=C\c1ccc(O)c(O)c1)C(=O)Nc1ccccc1	4%&-12%&-6%	u	12	-8%	-2%	-16%	-26	6%
COc1ccc(C(=O)OCC(=O)NC(=O)NC2CCCC2)cc1[N+](=O)[O-]	1%	4%	6	4%	-5%	10%	13	2%
COc1ccc(CNC(=O)c2nn(C)c3c2CSc2ccccc2-3)cc1	x	u	9	-1%	x	30%	x	x
COC(=O)C1C(O)=C(C=NC2CCCCC2)C(=O)CC1(C)C (stereo not given)	5%	14%	-6	0%	0%	-12%	-19	-10%
O=C(O)C(=O)Nc1nc(-c2ccc3c(c2)OCCO3)cs1	1%	12%	-3	x	-5%	2%	5	1%
COc1cc(NC(=O)C2COc3ccccc3O2)c(OC)cc1Cl (stereo not given)	-13%	-9%	-2	-20%	9%	14%	u	15%
Cc1ccsc1/C=N/NC(=O)c1ccc(Cn2cc(Br)cn2)o1	2%	-5%	-1	4%	-8%	x	5	-8%
CC1(C(=O)NCC(F)(F)F)CCN1C(=O)Cc1ccc(-c2ccccc2)cc1 (stereo not given)	1%	14%	1	8%	-5%	3%	-11	-3%
COC(=O)CSc1nc2sc3c(c2c(=O)n1-c1ccccc1)C(C)CCC3 (stereo not given)	x	6%	-16	-2%	x	-12%	x	x
CCc1cnccc1CCC(=O)Nc1ccccc1C	2%	16%	9	4%	-1%	-4%	16	2%
COc1ccc(CNC(=O)c2cnn(-c3ccc(C)cc3)c2C2CCN(C(=O)OC(C)(C)C)CC2)cc1	x	3%	9	1%	x	u	x	x
CCOC1CCCc2oc(-c3ccc(OC)cc3)c(C(=O)NCCCCO)c21 (stereo not given)	-3%	7%	-1	-7%	-1%	19%	3	9%
COC(=O)C(Cc1ccccc1)NS(=O)(=O)c1ccccc1Br (stereo not given)	3%	20%	-4	8%	10%	4%	0	-2%
CSc1cccc(NC(=S)N2CCC(N(C)C(C)C)CC2)c1	1%	3%	-1	23%	-22%	13%	9	-1%
CN1CCN(C(=O)C2=C[C@@H](c3ccc4c(c3)OCO4)C[C@@H](OCc3ccc(CO)cc3)O2)CC1	1%	-6%	18	-8%	-15%	-28%	2	2%
Cc1ccc(CN2C(=O)CSc3ccc(C(=O)NC4CC4)cc32)cc1	12%	-9%	1	-4%	-7%	15%	8	7%

Structures listed so far that have a furan ring, fused or not:
SMILES	aSyn yeast inh	TDP43 rescue	DRD3 agonist	Abeta yeast res	EPAC2 antag	FUS suppressor	D3 antag	EPAC2 agonist
COc1cccc(Cn2c(NCc3ccco3)nc3c2c(=O)n(C)c(=O)n3C)c1	6%	u	4	3%	9%	27%	-13	7%
Cc1ccsc1/C=N/NC(=O)c1ccc(Cn2cc(Br)cn2)o1	2%	-5%	-1	4%	-8%	x	5	-8%
CCOC1CCCc2oc(-c3ccc(OC)cc3)c(C(=O)NCCCCO)c21 (stereo not given)	-3%	7%	-1	-7%	-1%	19%	3	9%

(list continues)
SMILES	aSyn yeast inh	TDP43 rescue	DRD3 agonist	Abeta yeast res	EPAC2 antag	FUS suppressor	D3 antag	EPAC2 agonist
CCCCC(=O)N/N=C(\C)CC(=O)Nc1cc(Cl)ccc1OC	-2%	-7%	3	-12%	-2%	24%	-11	-7%
COC(=O)[C@@H](Cc1ccccc1)NC(=O)Cn1cc(C)c(=O)[nH]c1=O	-13%	20%	9	0%	14%	-14%	-6	2%
CN([C@@H](Cc1ccc(OS(=O)(=O)c2cccc3cnccc23)cc1)C(=O)N1CCN(c2ccccc2)CC1)S(=O)(=O)c1cccc2cnccc12	4%	10%	12	-6%	30%	25%	60	3%
CCOc1ccc(NS(=O)(=O)c2ccc(C(=O)NCC(c3cccs3)N3CCOCC3)cc2)cc1 (stereo not given)	-4%	-8%	-17	13%	-1%	38%	-12	21%
COc1ccc2oc(=O)cc(CN3CCN(C(=O)c4ccccc4Br)CC3)c2c1	x	4%	-28	-9%	x	24%	x	x
